Compound activity from PubChem.
MPTP block: mitochondrial permeability transition pore inhibitors, primary screen, biochemical, isolated mouse mitochondria, absorbance; Ca2+ swelling absorbance, 30 min; inhibition, % at 10 µM; hit rate 1.4% among 360,000; AID 602449, 2012;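 active means inhibition of 50% or more, scaled per plate between neutral and stimulator controls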;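 further: 0% = DMSO wells given calcium and 100% = 1 mM EGTA wells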
SENP1 inh: human SENP1 catalytic domain inhibitors, primary screen, biochemical, FRET, uHTS. recombinant SENP1 catalytic domain, CyPet-SUMO1-YPet FRET cleavage. inhibition, % at 10 µM. hit rate 0.21% among 360,000;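 active means inhibition at least 30% at 10 µM, raw YFP signal under a set limit, fluorescence ratio 0.5 to 1.5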;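 further: 0% = enzyme with DMSO and 100% = no enzyme wells; some results filed as inactive read as strong as hits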
Target sequence (Q9P0U3 419-644 limits assumed): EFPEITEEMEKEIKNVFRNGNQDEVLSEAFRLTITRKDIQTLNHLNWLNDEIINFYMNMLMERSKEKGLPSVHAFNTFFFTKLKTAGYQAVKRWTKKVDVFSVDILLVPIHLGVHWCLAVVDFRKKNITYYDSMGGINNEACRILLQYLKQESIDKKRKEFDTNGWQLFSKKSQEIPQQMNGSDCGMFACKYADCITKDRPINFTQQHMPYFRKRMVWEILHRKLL
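System: Recombinant human SENP1 catalytic domain, His6-tagged | Incubation: Enzyme reaction for 50 min at room temperature, dark | Medium: Tris pH 8 with BME, BSA, NP40 and catalase | Also added: 25 nM SUMO1 FRET substrate | Compound: 10 µM single point, 0.5% DMSO | Measured by: FRET fluorescence in CFP and YFP emission channels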
SENP8 inh: human SENP8 protease inhibitors, primary screen, biochemical, fluorescence, Nedd8 protein substrate, uHTS; recombinant SENP8; AID 602440, 2012; hit rate 0.64% among 360,000; Sentrin-specific protease 8 (Homo sapiens), Q96LD8; inhibition, % at 20 µM; in the data active means inhibition mostly above about 40%, no sharp cut-off; inactive means mostly below about 27%
Target sequence (Q96LD8 whole entry, looked up): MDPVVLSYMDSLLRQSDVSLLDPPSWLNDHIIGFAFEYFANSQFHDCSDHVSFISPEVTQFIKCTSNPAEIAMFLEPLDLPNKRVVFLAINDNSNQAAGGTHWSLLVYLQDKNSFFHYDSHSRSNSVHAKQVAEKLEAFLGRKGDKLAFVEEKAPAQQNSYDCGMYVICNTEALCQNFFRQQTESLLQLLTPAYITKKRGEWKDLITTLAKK
hIAP act: human IAP activators, primary screen, biochemical, luminescence, uHTS. purified human IAP, CDP-Star luminescence, 30 min; stronger effect = higher value; 1 = vehicle-only enzyme, 0 = enzyme-free background. hit rate 0.16% among 330,000. Intestinal-type alkaline phosphatase (Homo sapiens), P09923. activation factor at 10 µM;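 active means activation factor of the enzyme at least 2-fold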; further: the source names both 10 and 20 µM as test concentration; values of inactives mirror those of a sister screen read the other way
GRIN3A LBD mod: binders of NR3A ligand-binding domain, primary screen, biophysical, differential scanning fluorimetry, uHTS. Tm shift relative to glycine control, % at 25 µM. hit rate 2.5% among 340,000. NR3A LBD differential scanning fluorimetry, Tm shift; 0% = protein alone, 100% = glycine-bound protein;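 active means melting temperature shift of at least 10% of the positive control shift, at one fixed dose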
ATG4B inh: ATG4B protease inhibitors, primary screen, biochemical, fluorescence, uHTS. hit rate 0.51% among 340,000. inhibition, % at 8.33 µM. ATG4B cleavage of LC3-PLA2, NBD-HPC fluorescence, 1 h. Cysteine protease ATG4B (Homo sapiens), Q9Y4P1; in the data active means inhibition above about 40%
Target sequence (Q9Y4P1 whole entry, looked up): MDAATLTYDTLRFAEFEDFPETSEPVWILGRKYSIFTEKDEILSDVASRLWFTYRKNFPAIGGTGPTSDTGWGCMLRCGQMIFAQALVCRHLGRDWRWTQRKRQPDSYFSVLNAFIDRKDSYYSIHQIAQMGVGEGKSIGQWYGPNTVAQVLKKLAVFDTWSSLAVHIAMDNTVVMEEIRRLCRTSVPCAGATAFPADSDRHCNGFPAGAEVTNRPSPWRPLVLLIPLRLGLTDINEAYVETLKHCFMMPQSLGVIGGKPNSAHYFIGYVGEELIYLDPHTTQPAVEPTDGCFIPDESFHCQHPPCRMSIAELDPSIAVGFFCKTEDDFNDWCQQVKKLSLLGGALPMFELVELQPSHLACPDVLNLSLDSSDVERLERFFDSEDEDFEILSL
SENP6 block: SENP6 protease inhibitors, primary screen, biochemical, luminescence, uHTS; Sentrin-specific protease 6 (Homo sapiens), Q9GZR1; Recombinant SENP6 catalytic domain, aminoluciferin luminescence; hit rate 1.8% among 330,000; inhibition, % at 10 µM;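 active means inhibition above about 50% at the single tested dose, limit read from the data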;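 further: plate controls were DMSO wells with enzyme for no effect and DMSO wells lacking enzyme for full effect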
PfG6PD inh: PfG6PD enzyme inhibitors, primary screen, biochemical, fluorescence intensity, uHTS; PfGluPho enzyme, NADPH resazurin-diaphorase fluorescence; hit rate 0.78% among 350,000; glucose-6-phosphate dehydrogenase-6-phosphogluconolactonase (Plasmodium falciparum 3D7); inhibition, % at 20 µM; AID 504690, 2011;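 active means inhibition reaching at least a set limit at 20 µM in the primary screen, cut at about 59% in these data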;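 further: 0% = DMSO wells with substrate and 100% = DMSO wells lacking glucose-6-phosphate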
The depositor's hits bear a star; . = no result given.

no. | SMILES | MPTP block | SENP1 inh | SENP8 inh | hIAP act | GRIN3A LBD mod | ATG4B inh | SENP6 block | PfG6PD inh
1 | Cc1noc(C)c1CN1C(=O)c2cccc([N+](=O)[O-])c2C1=O | -1.9 | -5 | 10 | 0.88 | -2 | -3 | -7 | -15
2 | C=CCC1(NCc2ccco2)CCN(CC)CC1 | 1.0 | 3 | 36 | 1.2 | 0 | -3 | -2 | 1
3 | O=C(OCC1CCC=CO1)C1CCC=CO1 (configuration not stated) | 1.3 | -1 | 1 | . | 0 | 3 | . | -3
4 | COc1cccc(CN(c2ccccc2C(=O)O)S(=O)(=O)c2ccc(C)cc2)c1 | 0.0 | 0 | -4 | . | 3 | -9 | . | -38
5 | CCOC(=O)Cn1c(C)cc(=O)c2ccccc21 | 0.9 | -1 | 18 | 0.96 | 2 | -11 | -35 | 1
6 | Nc1ccc(Cc2ccccn2)cc1 | -1.1 | 3 | 4 | 1.1 | -1 | 1 | -16 | -2
7 | Cc1cc2c(cc1C)C(=O)CCC2 | -1.2 | 1 | 3 | . | . | . | . | 15
8 | CCOc1ccc(/C(O)=C2/C(=O)C(=O)N(CC3CCCO3)C2c2cccs2)cc1 (configuration not stated) | 0.8 | 3 | -26 | 0.93 | -1 | -13 | -14 | -23
9 | CC1(C)CC(=O)C(C2C3=C(CC(C)(C)CC3=O)Oc3ccccc32)=C(O)C1 (configuration not stated) | -0.8 | 2 | 25 | 0.93 | 0 | -4 | -12 | -7
10 | CCOc1ccc(NC(=O)CN(C)C(=O)c2ccc(OCC(=O)N3CCOCC3)c(OC)c2)cc1OCC | -1.3 | -4 | 0 | . | 2 | -8 | . | 12
11 | Cc1ccc(C(=O)N(C)CC(=O)Nc2cccc(F)c2)cc1S(=O)(=O)N1CCCCC1 | -0.5 | 1 | 5 | 0.86 | -1 | 2 | -3 | -11
12 | Cc1ccc2c(c1)NC(c1cccs1)C1=C(CC(C)(C)CC1=O)N2 (configuration not stated) | 0.0 | 1 | 0 | 1.1 | 1 | -1 | -8 | 1
13 | CSc1nccc(-c2sc(SC)c(C#N)c2-c2ccccc2)n1 | -1.0 | -10 | -407 | 1 | 0 | -11 | -1 | 7
14 | COc1cccc(CN2CCN(C(=S)NCc3ccc(Cl)cc3)CC2)c1 | -2.4 | 0 | 10 | 0.95 | -5 | -1 | -31 | -7
15 | c1coc(Cn2c(SCc3nc4ccccc4[nH]3)nnc2-c2cccs2)c1 | 0.4 | -11 | -29 | 1.2 | 1 | 13 | 11 | 14
16 | COC(=O)c1ccc(CNC(=O)c2cc(S(=O)(=O)NCc3ccccc3)ccc2C)cc1 | 1.0 | 0 | 4 | . | . | . | . | 2
17 | COc1cccc(CNC(=O)COC(=O)c2cccc(S(=O)(=O)N3CCN(C(C)=O)CC3)c2)c1 | -2.3 | 0 | 7 | 0.93 | 1 | -7 | 8 | 2
18 | COC(=O)CCCC(=O)N1CCC(CO)(CCc2ccccc2)CC1 | 0.3 | 0 | 1 | 0.96 | -2 | 18 | -6 | -11
19 | NS(=O)(=O)c1ccc(NC(=O)COC(=O)c2ccco2)cc1 | -0.9 | 1 | 22 | 1.3 | -4 | -10 | -23 | 0
20 | O=C1c2ccncc2C(=O)N1CO | -1.0 | 3 | 19 | 0.78 | 0 | 3 | -7 | -10
21 | COc1cc(SC)ccc1C(=O)N1CCN(Cc2ccc3c(c2)OCO3)CC1 | 1.8 | 1 | 4 | 1.1 | 0 | -4 | 4 | -6
22 | CN(C)S(=O)(=O)Oc1ccsc1C(=O)Nc1ccc(Br)cc1 | 1.2 | 2 | 11 | 0.84 | -3 | -11 | 11 | 21
23 | Cc1cccc(C)c1N1CCN(c2cc(Cl)nc(N)n2)CC1 | -0.3 | -41 | 19 | 1 | -2 | 3 | -3 | -9
24 | Cc1cc2nc(N)sc2cc1[N+](=O)[O-] | -0.7 | 0 | 27 | 1.1 | 0 | 5 | 7 | 1
25 | CS(=O)(=O)N1CCN(C(=O)COc2ccccc2)CC1 | -0.6 | 2 | 2 | 0.88 | -1 | -5 | 10 | -2
26 | CC1CC(=O)N(CC(=O)NCc2ccc(F)cc2)c2ccccc2S1(=O)=O (configuration not stated) | -1.3 | 3 | 18 | 1.2 | -2 | -4 | -4 | 5
27 | CC(=O)N1c2ccc(S(=O)(=O)N3CCC(C(=O)NCc4ccc(Cl)cc4)CC3)cc2CC1C (configuration not stated) | -0.4 | 0 | 9 | 1.2 | 3 | -9 | -8 | -11
28 | CCOC(=O)N1CCN(CC(=O)Nc2c(C(=O)OC)[nH]c3cc(C)ccc23)CC1 | 2.5 | 4 | -266 | 0.94 | 1 | -2 | 9 | -12
29 | Cc1ccc(CN2CC(C(=O)Nc3ccc(C)cn3)CC2=O)cc1 (configuration not stated) | 0.3 | -1 | -6 | 1.1 | -3 | 1 | -14 | -6
30 | CC(C)NS(=O)(=O)c1ccc(NC(=O)C(C)OC(=O)CCCOc2ccccc2)cc1 (configuration not stated) | 0.3 | 4 | 4 | 0.9 | -7 | -6 | -13 | -2

An excerpt of these results, screen by screen:
8. CCOc1ccc(/C(O)=C2/C(=O)C(=O)N(CC3CCCO3)C2c2cccs2)cc1 (configuration not stated)
9. CC1(C)CC(=O)C(C2C3=C(CC(C)(C)CC3=O)Oc3ccccc32)=C(O)C1 (configuration not stated)

| Assay by compound | 8 | 9 |
| --- | --- | --- |
| MPTP block | 0.8 | -0.8 |
| SENP1 inh | 3 | 2 |
| SENP8 inh | -26 | 25 |
| hIAP act | 0.93 | 0.93 |
| GRIN3A LBD mod | -1 | 0 |
| ATG4B inh | -13 | -4 |
| SENP6 block | -14 | -12 |
| PfG6PD inh | -23 | -7 |

Given with values under each structure: part of the list above.
The line under a structure holds: MPTP block	SENP1 inh	SENP8 inh	hIAP act	GRIN3A LBD mod	ATG4B inh	SENP6 block	PfG6PD inh
#27 CC(=O)N1c2ccc(S(=O)(=O)N3CCC(C(=O)NCc4ccc(Cl)cc4)CC3)cc2CC1C (configuration not stated)
→ -0.4	0	9	1.2	3	-9	-8	-11
#28 CCOC(=O)N1CCN(CC(=O)Nc2c(C(=O)OC)[nH]c3cc(C)ccc23)CC1
→ 2.5	4	-266	0.94	1	-2	9	-12
#29 Cc1ccc(CN2CC(C(=O)Nc3ccc(C)cn3)CC2=O)cc1 (configuration not stated)
→ 0.3	-1	-6	1.1	-3	1	-14	-6

Remaining list, next part
no. | SMILES | MPTP block | SENP1 inh | SENP8 inh | hIAP act | GRIN3A LBD mod | ATG4B inh | SENP6 block | PfG6PD inh
31 | Cc1cccc(-c2cnn(-c3cccc([N+](=O)[O-])c3)c2N)c1 | -0.4 | 0 | 15 | 0.92 | -2 | 11 | 5 | 19
32 | O=C(O)c1cc(-c2ccc(/C=C3\NC(=O)N(c4ccc(Cl)cc4)C3=O)o2)ccc1Cl | -3.7 | -26 | -404 | 1.2 | 0 | 22 | -1 | 22
33 | Cc1cccc(NC(=S)Nc2c(C)n(C)n(-c3ccccc3)c2=O)c1C | -2.0 | 2 | 7 | 1.1 | 1 | -1 | -4 | -11
34 | O=c1[nH]c2cc(Cl)c([N+](=O)[O-])nc2[nH]1 | 0.7 | -3 | 14 | 0.87 | 1 | 7 | -14 | 40
35 | O=C(NCCN1CCOCC1)C1CC(=O)N(c2cccc(C(F)(F)F)c2)C1 (configuration not stated) | -2.4 | 0 | 11 | 0.97 | 1 | -5 | -14 | 0
36 | COC(=O)[C@@H](CC(C)C)NS(=O)(=O)N(Cc1ccccc1)[C@@H](CC(C)C)C(=O)OC | -2.3 | 0 | 3 | 0.95 | 5 | -4 | -2 | 33
37 | O=C(NCc1ccccc1)C1CCN(C(=O)NCc2ccccc2)CC1 | 0.2 | 1 | 12 | 1 | 0 | 2 | 3 | -15
38 | CCOC(=O)c1ccccc1NC(=O)CCNC(=O)Cn1cnc2ccccc2c1=O | -0.3 | 1 | 0 | 1.1 | -4 | 3 | -2 | 12
39 | COc1ccc(/C=C2\SC(=O)N(CC(=O)NCCCn3ccnc3)C2=O)cc1 | 0.2 | 2 | 0 | 1.4 | 0 | 3 | -32 | -4
40 | O=C(CSc1nc2ccccc2[nH]1)NCc1ccc(F)cc1 | 4.7 | -1 | 30 | 1.2 | 0 | 2 | -20 | -7
41 | CC(=O)Nc1ccc(NC(=O)CSc2nc3[nH]ncc3c(=O)n2-c2ccccc2)cc1 | 3.3 | 2 | 5 | 1 | 0 | -2 | -11 | -5
42 | C/C(=C\C#N)n1nc(C)cc1N | 0.9 | 2 | 6 | 1.1 | -1 | -2 | -12 | -11
43 | COc1ccccc1NC(=O)CCc1nnc2ccc(N3CCCCC3)nn12 | -1.6 | 3 | -8 | 0.67 | -3 | 5 | -3 | 7
44 | CC1=C(C(=O)Nc2ccc(C(=O)NC(C)c3ccccc3)cc2)SCCO1 (configuration not stated) | -0.2 | -1 | 13 | 0.86 | -1 | 13 | -6 | -25
45 | CSc1nsc(SCC(=O)N2CCCCC2)n1 | -2.0 | 0 | 10 | 0.95 | -2 | -2 | -6 | 3
46 | O=C(CN1C(=O)S/C(=C\c2ccc(Cl)cc2)C1=O)NC1C=CS(=O)(=O)C1 (configuration not stated) | 0.9 | 2 | 15 | 0.95 | 0 | 7 | -2 | -7
47 | O=C(O)COc1ccccc1/C=C1\SC(=S)N(/N=C/c2ccccc2O)C1=O | 0.8 | -3 | 21 | 1.1 | -2 | 48* | 16 | -10
48 | CCn1c(SCc2ccc(C(=O)OC)o2)nnc1-c1c[nH]c2ccccc12 | -1.2 | 3 | 19 | 0.93 | -2 | 4 | -14 | -5
49 | O=C(/C=C/c1ccccc1)NCCN1CCOCC1 | -1.7 | 1 | 21 | 0.91 | -1 | 1 | -13 | -2
50 | CCc1ccccc1N(C(=O)Cn1nnc2ccccc21)C(C(=O)NCCOC)c1ccco1 (configuration not stated) | -0.2 | 2 | 7 | 0.94 | 2 | -9 | -11 | 1
51 | O=C(c1nc2ccc(Cl)cn2c1CNCCn1ccnc1)N1CCCCCCC1 | 1.5 | -6 | -30 | 1 | -2 | 9 | -19 | -7
52 | Cc1ccc(-c2noc(CNCCCN(C)C)n2)cc1 | -0.6 | -5 | 24 | 0.87 | -2 | -10 | -18 | -8
53 | CCCCN(CCCC)C(=O)CN(C)S(=O)(=O)c1ccc2c(c1)n(C)c(=O)c(=O)n2C | -1.7 | 3 | -123 | 0.89 | 0 | -3 | 2 | 3
54 | COc1ccc(CSc2nc(C)[nH]c2[N+](=O)[O-])cc1[N+](=O)[O-] | 1.5 | 2 | 23 | 1 | 0 | -1 | -13 | -19
55 | Cc1cc(C)cc(N(CCC(=O)Nc2nnc(C3CC3)s2)S(=O)(=O)c2ccc(Cl)cc2)c1 | 0.9 | -1 | 10 | 0.95 | 2 | -5 | -9 | -22
56 | Cc1cc(N2CCN(C)CC2)nc2ccc(NC(=O)CCC(=O)NCCCOC(C)C)cc12 | 0.2 | 0 | -295 | 1.1 | 1 | -7 | -18 | -4
57 | COc1cccc(CNc2nc(C(F)(F)F)nc3ccccc23)c1 | 4.8 | 0 | 15 | 0.97 | 3 | 49* | -14 | 13
58 | Cc1cccc(Oc2nc3c(c(=O)n(C)c(=O)n3C)n2C)c1 | 5.4 | 1 | 5 | 1 | 0 | -7 | 10 | -4
59 | Cc1ccc(OC(=O)CCC(=O)Nc2ccc(C)c(C)c2)cc1 | 3.3 | -1 | 12 | 0.86 | 0 | -6 | -1 | -1
60 | NS(=O)(=O)c1ccc(NCCCn2ccnc2)c([N+](=O)[O-])c1 | 0.1 | -3 | 15 | 0.79 | 1 | 2 | -26 | -15
61 | CCOc1ccc(NC(=O)N2CCN(c3nc4ccccc4s3)CC2)cc1 | 0.4 | 1 | 25 | 1.1 | . | -4 | 4 | 0
